Mtb RmlCD inh – inhibitors of Mycobacterium tuberculosis RmlC and RmlD coupled enzymes; P9WH09+P9WH11; RmlC+RmlD coupled enzyme assay, percent inhibition; primary screen in compound mixtures; inhibition, % at 3.6 µM; actives 0.03% (n = 160,000); AID 1533; in the data active means inhibition mostly above about 34%, no sharp cut-off; inconclusive means no clear call, values can overlap the other calls; inactive means mostly below about 22%; further: some results filed as inactive read as strong as hits
Target sequence (P9WH09 whole entry, looked up): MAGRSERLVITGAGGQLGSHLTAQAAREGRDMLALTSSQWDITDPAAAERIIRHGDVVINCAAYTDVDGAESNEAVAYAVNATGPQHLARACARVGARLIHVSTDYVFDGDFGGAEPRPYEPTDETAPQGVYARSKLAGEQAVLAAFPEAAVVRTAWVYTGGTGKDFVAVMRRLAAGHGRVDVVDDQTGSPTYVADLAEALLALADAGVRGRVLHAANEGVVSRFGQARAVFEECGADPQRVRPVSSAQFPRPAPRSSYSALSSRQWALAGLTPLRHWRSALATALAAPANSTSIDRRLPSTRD
Target sequence (P9WH11 whole entry, looked up): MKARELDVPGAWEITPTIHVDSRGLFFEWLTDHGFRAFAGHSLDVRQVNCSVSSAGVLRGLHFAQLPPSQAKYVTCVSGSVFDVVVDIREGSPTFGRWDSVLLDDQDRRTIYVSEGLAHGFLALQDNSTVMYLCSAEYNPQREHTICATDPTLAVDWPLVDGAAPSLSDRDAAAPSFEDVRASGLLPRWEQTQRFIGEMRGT
GlmU inhibition – inhibition of mycobacterial GlmU enzyme – biochemical, glucosamine-1-phosphate acetyltransferase (AID 1376). M. tuberculosis GlmU acetyltransferase enzyme assay; higher % means a stronger effect. inhibition, %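 (tested at 30 µM in the primary screen)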, or IC50 in µM where a hit was titrated. actives 0.25% (n = 220,000); in the data active means inhibition above about 13%; inconclusive means no clear call, values can overlap the other calls;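 further: 0% = complete reaction with vehicle and 100% = reaction without substrate; strong numbers were not always called active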
Starred values were filed as active, the others as inactive; ? = inconclusive; / = no result given. Not all compounds are listed (hit frequency here may not be typical).

The line under a structure holds: Mtb RmlCD inh, GlmU inhibition
Cc1cc([N+](=O)[O-])cc2c1NC(=O)C2(O)N1CCOCC1 (stereo not given)
    1.9, -6.9%
Nc1[nH]nc2ncc3cc4ccccc4nc3c12
    /, -0.2%
CN(C1=C(N2CCOCC2)C(=O)c2ccccc2C1=O)c1ccccc1
    -6.7, 0.3%
O=C(Cn1c(=S)[nH]c2ccccc2c1=O)N1CCC2(CC1)OCCO2
    9.8, -0.3%
O=C1CCC(=O)N1c1ccc(NCCc2cccc(F)c2)c([N+](=O)[O-])c1
    1.6, -3.1%
Cc1cc(C(=O)NNC(=O)CCC2CCCCC2)c(C)o1
    /, 2.1%
Clc1ccccc1CSc1nncn1-c1cccnc1
    4.5, -2.8%
Cc1nn(-c2ccccc2)c(NC(=O)c2cccs2)c(-c2ccccc2Cl)c1=O
    -3.8, -1.1%
COc1ccc(N2C(=O)C3C4C=CC(C4)C3C2=O)nn1 (stereo not given)
    /, 1.7%
CCc1cc2c(=O)c(-c3nc4ccccc4n3C)c(C(C)C)oc2c(CN2CCN(C)CC2)c1O
    -6.6, -2.2%
CCCc1cc(C(=O)Nc2sc(C(C)=O)c(C)c2C(=O)OCC)no1
    -5.9, 0.9%
O=C1c2cccc(Cl)c2C(=O)c2c1cccc2N1CCCC1
    /, -4.7%
Nc1cc(C(F)(F)F)ccc1N1CCOCC1
    -1.2, -3.9%
Cc1c(NC(=S)NNC(=O)CCC(=O)O)c(=O)n(-c2ccccc2)n1C
    /, 2.9%
Cc1cc(C(=O)CN2C(=O)NC(C)(CC(C)C)C2=O)c(C)n1-c1ccc2c(c1)OCO2 (stereo not given)
    -7.8, -0.1%
CC(=O)c1cc(CN2CCC(N3CCC(C(=O)NC(C)C)CC3)CC2)cs1
    7.2, 6.4%
CCC(=O)c1ccc(N2CCN(C(=O)c3ccccc3F)CC2)c(F)c1
    -9.1, -3.2%
CC1CN(C(=O)/C=C/c2cccc([N+](=O)[O-])c2)CC(C)O1 (stereo not given)
    /, -5.1%
CC1(C)SC2C(NC(=O)COc3ccccc3)C(=O)N2C1C(=O)O (stereo not given)
    5.1, 3.9%
CC(C)[C@H](NC(=O)c1ccccc1)C(=O)OCC(=O)c1ccc2c(c1)NC(=O)CO2
    /, 1.1%
CNC(=O)/C(=N\O)c1ccccc1
    /, -2.1%
CN1CCN(NC(=O)c2cc([N+](=O)[O-])cc([N+](=O)[O-])c2)CC1
    2.5, -0.2%
CCCCNC(=S)NC(C)(C)CO
    6.0, 5.8%
CN(C)c1ccc(/C(=N\O)c2ccccc2)cc1
    -0.6, 2.2%
O=C(CSc1nc2ccccc2c(=O)[nH]1)c1ccc(O)cc1O
    -3.8, 5.8%
COC(c1ccccc1)c1nnc(CCC(=O)N(C)C(C2CC2)C2CC2)o1 (stereo not given)
    3.9, -9.0%
CCCCN1C(=O)C(O)(CC(=O)c2ccccn2)c2ccccc21 (stereo not given)
    -8.8, 3.5%
Cc1cccc(NC(=O)c2cc3cc([N+](=O)[O-])ccc3s2)n1
    -2.6, -0.3%
CC(=O)OC1N=C(c2ccccc2Cl)c2cc(Br)ccc2N(C)C1=O (stereo not given)
    /, 4.8%
O=C(/C=C/c1ccc(S(=O)(=O)N2CCOCC2)cc1)NC(=S)Nc1ccc(N2CCOCC2)cc1
    -17.2, -2.5%

Some of the entries so far, with tabs:
SMILES	Mtb RmlCD inh	GlmU inhibition
CCC(=O)c1ccc(N2CCN(C(=O)c3ccccc3F)CC2)c(F)c1	-9.1	-3.2%
O=C1CCC(=O)N1c1ccc(NCCc2cccc(F)c2)c([N+](=O)[O-])c1	1.6	-3.1%

The list continues:
The line under a structure holds: Mtb RmlCD inh, GlmU inhibition
N#Cc1c(CSCC(=O)O)cc(=O)n2c1[nH]c1ccccc12
    -17.1, 1.5%
Cc1ccc(S(=O)(=O)O)c(C)c1N1CCCC1=O
    -4.2, 5.2%
CCc1ccccc1N1CSC2=C(C#N)C(c3ccccc3F)CC(=O)N2C1 (stereo not given)
    -11.7, 8.0%
O=C1OCC2=C1C(c1ccccc1)CC(=O)N2c1ccc(F)cc1 (stereo not given)
    -3.2, -0.1%
OC[C@H]1O[C@@H](n2cnc3c(NC4CCCC4)ncnc32)[C@H](O)[C@@H]1O
    /, 1.9%
O=S(=O)(c1ccc(N2CCC(c3ccc(Cl)cc3)=N2)cc1)N(CCO)CCO
    -6.7, 6.6%
CCOC(=O)[C@@H]1[C@H]2COc3cc(OC)ccc3[C@@H]2N2C(=O)N(c3ccc(Br)cc3)C(=O)[C@]12C
    /, -1.2%
Cc1ccc(NC(=O)c2cc3c(=O)oc4ccccc4c3s2)nc1
    -23.0, -0.6%
O=C(CSc1nc2ccc([N+](=O)[O-])cc2[nH]1)c1ccc(Cl)cc1
    -21.3, 6.8%
Cc1cc(Oc2ccc(Cl)cc2)nc(-c2ccccn2)n1
    8.5, -1.5%
Cc1ccc(Cn2c(SCc3cccnc3)nc3c2c(=O)n(C)c(=O)n3C)cc1
    /, 1.0%
O=C(Nc1ccc2c(c1)OCO2)c1ccc2c(c1)OCO2
    5.1, -2.3%
O=C1C2C(C(=O)N1Cc1ccco1)C1C=CC2C12CC2 (stereo not given)
    5.7, -1.5%
COC(=O)c1oc2ccccc2c1NC(=O)c1ccccc1O
    4.4, -1.0%
Cc1cccc(NCc2ccccc2O)c1C
    /, -0.6%
CC1CCCN(CC(O)COc2ccc(Cl)cc2)C1 (stereo not given)
    -9.9, -4.8%
O=[N+]([O-])c1ccc(N/N=C/c2cn(-c3ccccc3)nc2-c2ccccc2)cc1
    /, 3.5%
C/C(=N\O)c1ccc2[nH]ccc2c1
    -3.5, 1.1%
N#CC(C#N)=C1C=CC=CN1/C(=C\c1ccccc1Cl)C(=O)c1ccccc1
    -8.1, 3.5%
O=C(CNC(=O)c1cccc(F)c1)N/N=C/c1ccc([N+](=O)[O-])s1
    4.5, -1.5%
COc1ccc(C(=O)N/N=C(\Cc2ncc[nH]2)c2ccccc2)cc1
    5.1, 2.1%
Cn1cnc([N+](=O)[O-])c1Sc1ncn[nH]1
    -5.6, -0.3%
Cc1ccc(N2C(=O)C3C(C2=O)N2C(c4cccs4)C4C(=O)N(c5ccc(C)cc5)C(=O)C4N2C3c2cccs2)cc1 (stereo not given)
    -11.1, -3.9%
COc1cc2cc(C(c3nnnn3C(C)(C)C)N3CCc4ccccc4C3)c(=O)[nH]c2cc1OC (stereo not given)
    -10.2, -2.8%
O=C(CSc1ccc2nnc(-c3ccccn3)n2n1)N1CCN(c2ccccc2)CC1
    -7.6, 1.9%
Cc1ccc(S(=O)(=O)Oc2ccc(/C=C(/NC(=O)c3ccccc3)C(=O)NCCCC(=O)O)cc2)cc1
    8.7, -9.6%
CC(=O)Nn1cnc2c(c1=O)C1(CCCCC1)Cc1ccccc1-2
    /, -5.7%
COc1ccc(NS(=O)(=O)c2cc(NC(=O)c3cccc(OCc4c(C)noc4C)c3)ccc2OC)cc1
    1.1, 3.7%
c1ccc(-c2noc(C34CC5CC(CC(C5)C3)C4)n2)cc1
    /, 0.8%
O=C(Cc1ccccc1Cl)NNC(=O)Nc1ccccc1
    9.2, 5.4%
S=C(NCCc1ccccc1)NN=C1CCCCCC1
    /, 3.1%
COc1ccc(NCCNc2ccc(OC)cc2)cc1
    -6.2, 0.6%
Cc1ccc(NC(=O)c2cccc(NC(=O)/C=C/c3ccco3)c2)cc1C
    ?, -5.1%
CC(=O)Nc1ccccc1C(=O)C(=O)Nc1ccc(F)cc1
    -5.3, 0.0%
S=C(NCc1ccccc1Cl)Nc1ccccc1Cl
    -11.8, 1.5%
CCCCCCc1nnc(NC(=O)OCC)s1
    /, ?
O=C(c1ccco1)N1CCN(c2ccc(Cl)cc2)CC1
    -9.1, 1.3%
NC(=O)C[C@@H]1NC(=O)CNC(=O)c2cc([N+](=O)[O-])cc(I)c2NCCC(C(N)=O)NC1=O (stereo not given in full)
    /, 1.4%
CCN(CC)CCN1C2=C(C(=O)CC(C)(C)C2)C(c2cccc(F)c2)C2=C1CC(C)(C)CC2=O
    -5.2, 1.6%
COc1ccc(N(C)S(=O)(=O)c2ccc(C)cc2)c([N+](=O)[O-])c1
    6.5, -3.1%
COC(=O)c1c(NC(=O)c2nc3ccccc3s2)sc2c1CCN(C(C)=O)C2
    3.7, -1.9%
COc1ccc(Cl)cc1NC(=O)N1CCN(c2ccccc2OC)CC1
    6.7, 1.1%
Cn1c(SCC(=O)Nc2ccccc2)nnc1C(F)(F)F
    -0.3, -1.6%
CCOc1ccc2c(c1)sc(N)[n+]2Cc1cc(C)cc2cccnc12
    2.2, -6.4%
CC(C)CN1CCN(Cc2cccn2-c2cccnc2)CC1CCO (stereo not given)
    6.7, -1.4%
OCC1(Cc2ccccc2)CCCN(Cc2cnn(-c3ccccc3)c2)C1 (stereo not given)
    -2.4, 1.0%
C/C(N)=C(/C#N)C(=O)CSc1nnc(Nc2ccccc2)s1
    7.4, -3.6%
C#CCOCCOCCOCCNc1nc(N2CCN(C(=O)C([C@@H](C)CC)n3cc(C(N)CC(C)C)nn3)CC2)nc(N2CCN(C(=O)[C@H](CCC(=O)O)n3cc(C(N)[C@H](C)CC)nn3)CC2)n1 (stereo not given in full)
    /, -3.1%
NNC(=S)Nc1c(Br)cc(F)cc1Br
    5.4, -3.6%
CC(C)N(C(=O)c1ccc(C(=O)Nc2ccc([N+](=O)[O-])cc2)cc1)C(C)C
    /, -7.7%
COc1cc(/C=N/n2nnnc2Nc2ccccc2)cc(OC)c1OC
    /, -4.6%
COc1ccc(/C=C2\SC(=S)N(CC(=O)OCC(=O)Nc3ccc([N+](=O)[O-])cc3OC)C2=O)cc1
    1.8, -0.2%
O=C(N/N=C/c1ccc(OCC(=O)N2CCCCC2)cc1)c1ccccc1
    /, 0.7%
Cc1n[nH]c(C)c1S(=O)(=O)N1CCN(c2ccccn2)CC1
    3.6, -1.4%
COc1ccc(Nc2nnc(SCC3CCCCO3)s2)cc1 (stereo not given)
    7.3, -1.1%
O=C(Nc1ccc(N2CCOCC2)cc1)c1ccc(-c2ccccc2[N+](=O)[O-])o1
    /, -4.4%
O=S(=O)(c1ccc(Cl)cc1)N1CCN(S(=O)(=O)N2CCCCCC2)CC1
    -0.2, -1.3%
Cc1ccc(C(=O)Nc2ncc(Cc3ccc(F)cc3)s2)o1
    5.7, /
Cc1ccc(-n2c(SCC(=O)Nc3cccc(S(=O)(=O)NC4=NCCCCC4)c3)nc3ccccc3c2=O)cc1C
    -4.3, -11.0%
O=C(Cc1ccccc1)Nc1ccc(C(=O)NCC2COc3ccccc3O2)cc1 (stereo not given)
    -1.8, -4.5%

Following part:
The line under a structure holds: Mtb RmlCD inh, GlmU inhibition
CC(=O)n1cc([C@H]2C=C(C(=O)N3CCN(Cc4ccccc4)CC3)O[C@@H](OCc3ccc(CO)cc3)C2)c2ccccc21
    /, -0.4%
CCN(CC)S(=O)(=O)c1ccc(N2CCCC2)c(NS(=O)(=O)c2ccc(F)cc2)c1
    2.7, -2.1%
Cc1csc(NC(=O)C2CCCN(S(=O)(=O)c3ccc4c(c3)oc(=O)n4C)C2)n1 (stereo not given)
    6.9, -2.3%
COC(=O)C(C)(C(=O)OC)c1ccc(C(F)(F)F)cc1[N+](=O)[O-]
    6.1, -6.0%
COc1ccc(OC)c(-n2c(-c3ccc(O)cc3O)n[nH]c2=S)c1
    29.8, -1.3%
Cc1cc(C)n(-c2nc(C)nc3sc4c(c23)CCC(C)C4)n1 (stereo not given)
    8.7, -0.5%
O=C(O)c1cccc(N2C(=O)CCC2=O)c1
    /, 10.1%
CCC(=O)Oc1ccc(C(=O)Nc2c[nH]c(=O)[nH]c2=O)cc1
    0.6, 3.9%
O=C(COC(=O)c1cc(NS(=O)(=O)c2cccs2)ccc1O)Nc1cc(Cl)ccc1Cl
    2.7, 0.6%
Cc1cc(C)nc(CC(N)=O)n1
    /, 1.2%
COc1cc(C(=O)Nc2nc(-c3cc(C)ccc3C)c(C)s2)ccc1OCC(=O)Nc1ccc(F)cc1
    0.5, -0.4%
COc1ccccc1NC(=O)CN(Cc1ccco1)C(=O)c1ccc(Cl)nc1
    3.5, 2.1%
CC1CN(C(=O)C(Sc2ccccc2)c2ccccc2)CC(C)O1 (stereo not given)
    -51.6, 4.9%
COC(=O)c1[nH]nc(C(=O)OC(C)(C)C)c1-c1ccccc1
    -6.7, 13.6%*
c1ccc(N2CCN(c3ncccn3)CC2)cc1
    /, -6.3%
Cc1cc(C)c(C#N)c(SCc2ccccc2C)n1
    -2.9, 3.1%
COC(=O)c1ccc(C(=O)OC)c(NC(=O)CS(=O)(=O)Cc2ccccc2)c1
    19.7, 3.1%

Whole records as entered above. Order of values: Mtb RmlCD inh | GlmU inhibition
Listed for COc1ccc(OC)c(-n2c(-c3ccc(O)cc3O)n[nH]c2=S)c1 → 29.8 | -1.3%
Listed for COC(=O)C(C)(C(=O)OC)c1ccc(C(F)(F)F)cc1[N+](=O)[O-] → 6.1 | -6.0%
Listed for O=C(O)c1cccc(N2C(=O)CCC2=O)c1 → / | 10.1%

Screening data (PubChem BioAssay)
